Source: PubChem BioAssay (several laboratories)
GPR35 arrestin U2OS = inhibition of zaprinast-stimulated GPR35 beta-arrestin translocation – imaging, U2OS, beta-arrestin-GFP, zaprinast agonist, primary screen (AID 2058); U2OS GPR35 beta-arrestin-GFP translocation imaging, zaprinast antagonism; higher % means a stronger effect; inhibition, % at 10 µM; hits with a dose series show IC50 in µM; 290,000 tested, 0.052% active;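 active = inhibition of at least 50% with at least 30 cells and total cytoplasm GFP at most 10,000,000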
Dengue-2 NS5 capping = Dengue-2 NS5 methyltransferase inhibitors, primary screen, biochemical, confirmation dose response (AID 588689). Dengue-2 NS5 methyltransferase capping enzyme assay, biochemical; higher % means a stronger effect. inhibition, % at 25 µM, or IC50 in µM where a hit was titrated. 340,000 tested, 0.3% active; in the data active = a potency from the dose series
KOR beta-arrestin-1 = KOR antagonists, beta-arrestin recruitment, cell-based, luminescence, uHTS (AID 1778); KOR beta-arrestin recruitment, luminescence, antagonist mode; higher % means a stronger effect; one-dose inhibition, % at 10 µM; IC50 in µM for titrated hits; 290,000 tested, 0.091% active; in the data active = inhibition above about 50%; also: strong numbers were not always called active
GPR55 activation = GPR55 agonists via beta-arrestin recruitment, primary screen, imaging, U2OS cells, beta-arrestin-GFP redistribution (AID 1961). one-dose activation, % at 10 µM; EC50 in µM for titrated hits. 290,000 tested, 0.048% active. U2OS GPR55 beta-arrestin-GFP redistribution imaging; higher % means a stronger effect;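 active = activation above 40% with more than 50 cells counted in the well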;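 also: U2OS osteosarcoma cells stably expressing GPR55 and beta-arrestin-GFP; plate controls were DMSO negative control for no effect and LPI positive control for full effect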
West Nile antiviral = inhibition of WNV-induced cytopathic effect – cell-based, CPE readout (AID 1621); West Nile virus-infected cells, CPE inhibition; higher % means a stronger effect; CPE inhibition, % at 10 µM, or IC50 in µM where a hit was titrated; 290,000 tested, 0.02% active; in the data active = a potency from the dose series; also: strong numbers were not always called active
GPR55 antagonists = inhibition of LPI-stimulated GPR55 beta-arrestin translocation – imaging, U2OS, beta-arrestin-GFP, LPI agonist, primary screen (AID 2013); U2OS GPR55 beta-arrestin-GFP translocation imaging, LPI antagonism; higher % means a stronger effect; inhibition, % at 10 µM; hits with a dose series show IC50 in µM; 290,000 tested, 0.13% active;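 active = spots per cell inhibited over 60%, with over 100 cells counted and total cytoplasm intensity under 500,000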;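 also: U2OS cells stably carrying GPR55 and arrestin-GFP stimulated by 5 µM LPI near EC80; imaged beta-arrestin-GFP aggregate spots per cell after agonist stimulation; plate controls were LPI-stimulated DMSO wells for no effect and DMSO wells without LPI for full effect; some results filed as inactive read as strong as hits; confirmed hits need IC50 under 10 µM and bright autofluorescent wells are also inconclusive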
KOR beta-arrestin-2 = KOR agonists, beta-arrestin recruitment, primary screen, cell-based, luminescence, uHTS (AID 1777). 280,000 tested, 0.02% active. KOR beta-arrestin recruitment, luminescence; higher % means a stronger effect. activation, % at 10 µM, or EC50 in µM where a hit was titrated; in the data active = activation above about 50%, passing the limit was not always enough; also: a part of the inactive calls stands beside numbers as strong as those of hits
NOD1 NF-kB reporter = NOD1 signaling inhibitors, primary screen, cell-based, luminescence, uHTS (AID 1578); NOD1-driven NF-kB luciferase reporter cells, luminescence; higher % means a stronger effect; one-dose inhibition, % at 4 µM; EC50 in µM for titrated hits; 290,000 tested, 1% active; in the data active = inhibition mostly above about 36%, no sharp cut-off; inactive = mostly below about 34%;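 also: HEK-293T reporter cells stimulated with the NOD1 agonist gamma-tri-DAP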
HIV fusion peptide = inhibitors of HIV fusion peptide binding, primary screen, biochemical, uHTS, fluorescence dequenching (AID 1986) | cell-free peptide binding, fluorescence dequenching, 30 min; higher % means a stronger effect | one-dose inhibition, % at 20 µM; IC50 in µM for titrated hits | 290,000 tested, 0.3% active; in the data active = inhibition mostly above about 52%, no sharp cut-off; inactive = mostly below about 76%; also: some results filed as inactive read as strong as hits
Dengue-2 NS5 capping pilot replicate = also measured in Dengue-2 NS5 capping; calls as there; inhibition, %; measured here: pilot screen replicate inhibition
Starred values were filed as active, the others as inactive; · = not tested or not shown; & = joins results of further samples; [ ] = dose if it differs, or a comment.

SMILES | GPR35 arrestin U2OS | Dengue-2 NS5 capping | KOR beta-arrestin-1 | GPR55 activation | West Nile antiviral | GPR55 antagonists | KOR beta-arrestin-2 | NOD1 NF-kB reporter | HIV fusion peptide | others
COc1ccc(CN2C(=O)Cc3c2nc(N)c2c(N)nc(N4CCOCC4)c(C#N)c32)cc1 | 10% | -6% | 32% | 0.3% | 0.3% | 1% | -0.5% | 0% | 7.9%
O=C(C1CCCO1)N1CCc2ccccc21 (centres undefined) | 11% | -7% | -1% | -0.1% | -0.3% | 8% | -4.0% | -23% | 1.0%
O=C(COC(=O)c1ccc(CNS(=O)(=O)c2ccc(F)c(Cl)c2)cc1)NC1CCCCCCC1 | 8% | -6% | 0% | -0.2% | 0.2% | -4% | -1.2% | -5% | -1.5%
CC(=O)Oc1cccc(C(=O)Nc2ccc(NC(=O)c3cccs3)cc2)c1 | 4% | -6% | -20% | 0.3% | 0.5% | -1% | 1.0% | -52% | -1.1%
CCN1C(C)=C(C)S/C1=C1\SC(=S)N(NC(C)=O)C1=O | 6% | -5% | -32%[20 µM] | -0.1% | -1.1% | -4% | · | -30% | -0.3%
OCCC1CN(Cc2cccn2-c2cccnc2)CCN1Cc1ccccc1 (centres undefined) | 0% | -9% | -19%[20 µM] | 0.2% | 1.3% | 0% | -1.5% | -21% | 0.5%
O=C(c1cccc(S(=O)(=O)Nc2ccc(Br)cc2)c1)N1CCC1 | -12% | -5% | 8% | -0.1% | -0.9% | 41% | -2.4% | 5% | -0.8%
COc1ccc(-c2csc(Cc3nc(O)cs3)n2)cc1 | 1% | -1% | 7.9µM* | 0.1% | -0.9% | -1% | -7.1% | 33% | 6.0%
COc1ccc(C(C)=O)cc1COC(=O)c1cccnc1Cl | 16% | 4% | -26% | 0.1% | 0.1% | 7% | -5.3% | -38% | -0.2%
Cc1nnc(SCc2c(Cl)cccc2[N+](=O)[O-])s1 | -1% | -6% | -1% | -0.8% | -0.3% | 13% | -5.1% | -25% | 1.4%
CC(=O)c1ccccc1NS(=O)(=O)c1cccc2nsnc12 | 7% | 0% | 16%[20 µM] | -0.2% | -0.9% | -19% | 1.8% | -4% | 1.3% | Dengue-2 NS5 capping pilot replicate=-1.5
Cc1nnc(N2C(=O)C(=O)/C(=C(/O)c3ccc4c(c3)OCCO4)C2c2ccc(F)cc2)s1 (centres undefined) | 14% | 0% | -14% | 0.3% | -0.4% | -9% | -4.0% | -22% | 15%
COc1cc(Cl)ccc1OCc1cc(C(=O)N2C[C@@H]3CCC[C@H]2C3)no1 | -7% | -1% | -15% | 0.3% | -0.1% | 0% | 7.1% | -67% | 1.2%
O=C(COC(=O)COc1ccc2ccccc2c1)NCC(F)(F)F | -16% | 3% | 2% | -0.6% | 0.0% | -10% | -14% | -30% | 1.7%
COc1ccc(OCC(N)=O)cc1 | -2% | -9% | 16% | -0.2% | 0.6% | 4% | -0.8% | -38% | -0.7%
CCOc1ccc(-c2nc(N)nc(C)c2-c2ccc(OC)c(OC)c2)c(O)c1 | 4% | 3% | -4% | -0.3% | 0.1% | 1% | -0.2% | 10% | 3.0%
CN(C)c1nc(N)nc(CSc2nnnn2-c2ccc(F)cc2)n1 | 21% | -10% | 21% | 0.2% | 0.1% | -2% | -3.8% | 2% | 1.0%
CC1=CC(C)(C)N(S(=O)(=O)c2ccc(F)cc2)c2ccccc21 | -4% | -1% | 6% | 0.0% | · | 30% | -0.8% | 8% | 0.1%
Cc1ccc(N(CC(=O)Nc2ccc3c(c2)OCCO3)S(C)(=O)=O)cc1 | -2% | 2% | 7%[20 µM] | -0.1% | -0.4% | 0% | 2.5% | -32% | -0.5%
COCCN1C(=O)N[C@@H](CCc2ccccc2)[C@H](C(C)=O)[C@H]1C | -7% | -2% | 38% | -0.2% | -0.2% | 10% | -0.4% | 12% | -2.3%
CCc1cc(S(N)(=O)=O)cc(CC)c1NC(C)=O | 6% | 1% | -2% | 0.4% | 0.6% | 12% | 5.1% | 0% | -0.5%
CCNC(=O)COC(=O)COc1ccc(Cl)cc1C | 14% | 4% | 0% | 0.2% | 0.2% | -3% | 5.3% | 1% | -3.2%
CN(CC(=O)Nc1ccccc1Cl)C(=O)COC(=O)c1nc(Cl)c(Cl)c(Cl)c1Cl | 14% | -3% | 52% | 2.9% | 0.5% | 25% | -3.8% | 20% | -2.4%
CC(C)Cc1nnc(NC(=O)CCC(=O)N2CCN(Cc3ccccc3)CC2)s1 | 24% | -4% | -38% | -0.1% | -0.4% | 1% | 4.4% | 0% | 3.1%
Cc1[nH]nc2ncc(C(=O)c3cc(F)ccc3O)cc12 | 6% | -4% | -25% | -0.1% | 0.5% | -2% | 4.9% | 32% | 1.4%

Four compounds already listed, arranged by length of the SMILES, smallest number first:
SMILES | GPR35 arrestin U2OS | Dengue-2 NS5 capping | KOR beta-arrestin-1 | GPR55 activation | West Nile antiviral | GPR55 antagonists | KOR beta-arrestin-2 | NOD1 NF-kB reporter | HIV fusion peptide | others
CCNC(=O)COC(=O)COc1ccc(Cl)cc1C | 14% | 4% | 0% | 0.2% | 0.2% | -3% | 5.3% | 1% | -3.2%
OCCC1CN(Cc2cccn2-c2cccnc2)CCN1Cc1ccccc1 (centres undefined) | 0% | -9% | -19%[20 µM] | 0.2% | 1.3% | 0% | -1.5% | -21% | 0.5%
CC(C)Cc1nnc(NC(=O)CCC(=O)N2CCN(Cc3ccccc3)CC2)s1 | 24% | -4% | -38% | -0.1% | -0.4% | 1% | 4.4% | 0% | 3.1%
COCCN1C(=O)N[C@@H](CCc2ccccc2)[C@H](C(C)=O)[C@H]1C | -7% | -2% | 38% | -0.2% | -0.2% | 10% | -0.4% | 12% | -2.3%

(next part)
SMILES | GPR35 arrestin U2OS | Dengue-2 NS5 capping | KOR beta-arrestin-1 | GPR55 activation | West Nile antiviral | GPR55 antagonists | KOR beta-arrestin-2 | NOD1 NF-kB reporter | HIV fusion peptide | others
Cc1cc(C)[n+]2n1C(=O)C(c1ccccc1)=C2[O-] | -3%&4% | -9%&-5% | -12%&14% | -0.3%&-0.3% | 0.5%&-0.6% | 13%&15% | -5.2%&2.2% | -17%&-11% | -2.5%&-2.7%
CCn1c(Oc2ccccc2)nc2c1c(=O)n(C)c(=O)n2C | -9% | 2% | -23%[20 µM] | -0.3% | 0.0% | -6% | 2.0% | 21% | 0.0%
COC(=O)NC1CCC(NC(=O)OC)CC1 (centres undefined) | -7% | -4% | 22% | -0.3% | 0.2% | 4% | 9.2% | -9% | 1.9%
Cc1cccc(NC(=O)c2cc(NC(=O)c3ccco3)ccc2Cl)n1 | 6% | 5% | 15% | -0.1% | 0.8% | -11% | -1.0% | -33% | -0.5%
CCC(OC(=O)c1cc2sccc2n1C)C(=O)NCc1ccco1 (centres undefined) | -17% | -3% | -6% | -0.1% | -0.5% | 1% | 1.6% | -11% | -1.5%
COCc1nnc(NC(=O)CSc2ccccc2)s1 | 12% | -3% | 9% | 0.0% | -0.2% | -12% | -5.3% | -8% | -3.6% | Dengue-2 NS5 capping pilot replicate=-0.3
COc1ccc(-n2c(SC(CN3CCCCC3)CN3CCCC3=O)nc3ccccc3c2=O)cc1 (centres undefined) | -4% | -1% | -20% | -0.1% | -0.2% | 18% | 3.4% | 5% | -0.2%
COc1ccc(CCN2CNc3c(c(=O)n(C)c(=O)n3C)C2)cc1OC | -2% | -10% | -45% | -0.1% | 0.6% | 0% | 2.6% | 3% | -0.1%
COc1cc(OC)cc(C(=O)N2CCC(C(=O)c3ccc(F)cc3)CC2)c1 | -13% | 3% | -19%[20 µM] | -0.3% | -1.4% | 8% | -1.9% | -10% | -1.7%
N#Cc1c(/N=C/c2cccnc2)sc2c1CCCC2 | 20% | · | -16% | -0.2% | -0.3% | -23% | 6.1% | -3% | -0.9%
COC(=O)c1ccccc1N1C(=O)[C@@H]2C(c3ccc(Br)cc3)=NO[C@@H]2C1=O | 4% | 4% | 5% | -0.1% | 0.3% | 1% | 4.0% | -28% | 5.1%
Cc1nnc(SCC(=O)Nc2ccccc2F)n(N)c1=O | 15% | -3% | -13% | 0.0% | 0.6% | 0% | 5.3% | -38% | -1.1%
CCCn1c(SCC(=O)NC2CCCCC2)nnc1-c1ccncc1 | -4% | -2% | -25% | -0.2% | -0.2% | 4% | -4.7% | 0% | 74%
COC(=O)c1ccc(C2NC(=O)c3c(sc(C)c3C)N2)cc1 (centres undefined) | -9% | -14% | -7% | 0.4% | -0.4% | 12% | 4.2% | -12% | 2.4%
COc1ccc(/C=N/NC(=O)CNC(=O)/C=C/c2ccccc2OC)cc1 | -4% | -4% | -15% | 0.8% | 0.3% | -2% | 2.9% | -1% | -0.5%
CC[C@H](C)[C@@H](CNC)NC[C@@H](Cc1ccc(O)cc1)NCC(C)(C)C | 6% | 6% | -24%[20 µM] | -0.2% | 0.1% | -5% | -1.4% | -29% | 1.3%
COCCN1C(=O)c2oc3ccccc3c(=O)c2C1c1ccc(OC)c(OC)c1 (centres undefined) | -1% | -4% | 1% | 0.3% | 0.0% | -1% | 0.9% | -24% | -0.7%
CCOC(=O)c1ccccc1NC(=O)Cn1c(=O)n(Cc2ccccc2)c(=O)c2c(C)c(C)sc21 | 5% | -4% | 23% | -0.2% | -0.5% | -5% | 1.4% | 10% | -0.1%
COC(=O)CSc1cnc2ccccc2n1 | 1% | -8% | 9% | -0.2% | 0.4% | 2% | -0.3% | -4% | -1.1%
O=C(CCN1CCN(S(=O)(=O)c2cccc([N+](=O)[O-])c2)CC1)Nc1ccccc1F | 8% | -3% | 0% | -0.2% | -0.5% | 6% | 1.9% | -155% | 0.3%
COc1ccccc1CC(=O)NCC(c1ccco1)N1CCCCC1 (centres undefined) | -1% | -1% | -22% | -0.4% | -0.1% | 3% | -1.1% | -21% | -0.6%
O=C(Nc1ccc(S(=O)(=O)Nc2cnc3ccccc3n2)cc1)c1ccccc1Br | 12% | -2% | 2% | -0.3% | -0.6% | 7% | -1.5% | 39% | 11%
O=C(Nc1ccc(C(=O)N2CCOCC2)cc1)Nc1ccc(Cl)cc1Cl | 8% | -5% | -6%[20 µM] | -0.1% | 0.8% | 1% | -3.1% | -7% | -0.6%
COc1ccc(Nc2ccccc2C(=O)O)cc1 | -2% | · | 10% | 0.1% | 0.1% | 7% | -6.0% | -12% | 3.4%
COc1cc(C2Nc3ccccc3C(=O)N2c2ccc3c(c2)OCCO3)ccc1OCC(C)C (centres undefined) | -8% | 1% | 13% | -0.1% | -0.3% | 0% | -2.8% | -37% | -4.5%
CCC(=O)Nc1ccc(-c2ccc(N3CCCCC3)nn2)cc1 | -2% | -4% | 0% | 0.7% | 0.5% | 12% | -2.0% | -46% | -0.9%
Cc1ccn(-c2ccc(NC(=O)c3cccs3)cc2)n1 | -2% | -7% | -20% | 0.0% | -0.5% | 4% | 0.7% | -95% | -0.6%
CCC(CC)C(=O)Nc1cc(C(=O)NCCc2ccccc2)ccc1Cl | -2% | -11% | -6% | -0.1% | -0.6% | 24% | 2.0% | 7% | -0.6%

Only part of the results is shown; rates above refer to the full screens.
